GPR55 activation – GPR55 agonists via beta-arrestin recruitment, primary screen, imaging, U2OS cells, beta-arrestin-GFP redistribution (AID 1961); U2OS GPR55 beta-arrestin-GFP redistribution imaging; higher % means a stronger effect; one-dose activation, % at 10 µM; EC50 in µM for titrated hits; 290,000 tested, 0.048% active;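 active means activation above 40% with more than 50 cells counted in the well; inconclusive means wells holding fewer than 50 cells, flagged as toxic or sparse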;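 further: U2OS osteosarcoma cells stably expressing GPR55 and beta-arrestin-GFP; plate controls were DMSO negative control for no effect and LPI positive control for full effect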
GPR55 LPI antagonism – GPR55 antagonists blocking LPI-driven arrestin recruitment, primary screen, imaging, U2OS, beta-arrestin-GFP, LPI agonist (AID 2013); G-protein coupled receptor 55 (Homo sapiens); 290,000 tested, 0.13% active; U2OS GPR55 beta-arrestin-GFP translocation imaging, LPI antagonism; higher % means a stronger effect; inhibition, % at 10 µM; hits with a dose series show IC50 in µM;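 active means spots per cell inhibited over 60%, with over 100 cells counted and total cytoplasm intensity under 500,000; inconclusive means wells with under 100 cells, flagged as likely toxic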;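 further: U2OS cells stably carrying GPR55 and arrestin-GFP stimulated by 5 µM LPI near EC80; imaged beta-arrestin-GFP aggregate spots per cell after agonist stimulation; plate controls were LPI-stimulated DMSO wells for no effect and DMSO wells without LPI for full effect; some results filed as inactive read as strong as hits; confirmed hits need IC50 under 10 µM and bright autofluorescent wells are also inconclusive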
HIV peptide binding – inhibitors of HIV fusion peptide binding, primary screen, biochemical, uHTS, fluorescence dequenching (AID 1986); cell-free peptide binding, fluorescence dequenching, 30 min; higher % means a stronger effect; inhibition, % at 20 µM; hits with a dose series show IC50 in µM; 290,000 tested, 0.3% active; in the data active means inhibition mostly above about 52%, no sharp cut-off; inactive means mostly below about 76%; further: some results filed as inactive read as strong as hits
Siah-1 displacement – Siah-1 peptide-binding antagonists, primary screen, biochemical, fluorescence polarization, rhodamine-plectin, uHTS (AID 1817); Siah-1 / rhodamine-plectin peptide fluorescence polarization; higher % means a stronger effect; E3 ubiquitin-protein ligase SIAH1 (Homo sapiens); 290,000 tested, 0.02% active; displacement, % at 20 µM; hits with a dose series show IC50 in µM;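 active means displacement of at least 50% at 20 µM, with a fluorescence ratio check between 0.3 and a set limit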;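 further: plate controls were Siah plus tracer with DMSO for no effect and tracer alone without Siah for full effect; strong numbers were not always called active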
AID2073 – inhibitors of Mint1-CaV2.2 protein interaction, biochemical, HTRF (AID 2073) | HTRF protein-protein interaction, Mint1-CaV2.2; higher % means a stronger effect | inhibition, % at 20 µM; hits with a dose series show IC50 in µM | 290,000 tested, 0.19% active; in the data active means inhibition mostly above about 51%, no sharp cut-off; inconclusive means no clear call, values can overlap the other calls; inactive means mostly below about 53%; further: some results filed as inactive read as strong as hits
Dengue-2 NS5 capping – Dengue-2 NS5 methyltransferase inhibitors, primary screen, biochemical, confirmation dose response (AID 588689); Genome polyprotein (Dengue virus type 2 (strain 16681-PDK53)); Dengue-2 NS5 methyltransferase capping enzyme assay, biochemical; higher % means a stronger effect; inhibition, % at 25 µM, or IC50 in µM where a hit was titrated; 340,000 tested, 0.3% active; in the data active means a potency from the dose series; inconclusive means inhibition above about 29% without an active follow-up result
NTR1 ag – agonists of NTR1, primary screen, imaging, U2OS cells, beta-arrestin-GFP, high content (AID 493036); Neurotensin receptor type 1 (Homo sapiens), P30989; NTR1-U2OS beta-arrestin-GFP spot imaging, agonist mode; activation, % at 20 µM; 330,000 tested, 0.17% active;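 active means activation at or above 40% of the spot to cytoplasm intensity ratio, with at least 20 cells analyzed; inconclusive means wells under 20 cells, flagged as cytotoxic or low count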;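 further: 0% = DMSO without peptide and 100% = 100 nM NTR1 peptide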
Target sequence (P30989 whole entry, looked up): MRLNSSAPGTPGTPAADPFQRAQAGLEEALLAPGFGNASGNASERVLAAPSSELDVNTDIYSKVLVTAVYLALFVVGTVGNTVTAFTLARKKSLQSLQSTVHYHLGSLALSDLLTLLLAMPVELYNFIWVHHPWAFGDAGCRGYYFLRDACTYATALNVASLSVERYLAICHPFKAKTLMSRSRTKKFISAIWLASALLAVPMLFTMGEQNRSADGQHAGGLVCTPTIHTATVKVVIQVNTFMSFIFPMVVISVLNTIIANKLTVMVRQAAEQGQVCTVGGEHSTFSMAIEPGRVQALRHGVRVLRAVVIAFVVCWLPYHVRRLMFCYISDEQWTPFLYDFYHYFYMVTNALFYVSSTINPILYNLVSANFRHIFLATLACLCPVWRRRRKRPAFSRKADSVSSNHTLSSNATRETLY
K1F lysis inhibition – inhibition of K1F phage lysis, E. coli UTI89, bacterial capsule biogenesis inhibitors, alamar blue (AID 488966); inhibition, % at 100 µM, or IC50 in µM where a hit was titrated; 340,000 tested, 0.02% active; E. coli UTI89 K1F phage lysis, alamar blue, 2 h; higher % means a stronger effect;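 active means phage lysis inhibition, versus mean bacterial control, above a set limit; inconclusive means no clear call, values can overlap the other calls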;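 further: capsule biogenesis inhibitors block K1F phage lysis so surviving cells raise fluorescence; higher fluorescence means more inhibition of phage lysis; actives were called in the ten point dose series up to 300 µM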
GPR35 antagonists – GPR35 antagonists blocking zaprinast-driven arrestin recruitment, primary screen, imaging, U2OS, beta-arrestin-GFP, zaprinast agonist (AID 2058). inhibition, % at 10 µM; hits with a dose series show IC50 in µM. U2OS GPR35 beta-arrestin-GFP translocation imaging, zaprinast antagonism; higher % means a stronger effect. G-protein coupled receptor 35 (Homo sapiens). 290,000 tested, 0.052% active;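 active means inhibition of at least 50% with at least 30 cells and total cytoplasm GFP at most 10,000,000; inconclusive means under 30 cells or total GFP of 10,000,000 plus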
NTR1 ag cell count 20 µM – further read-out of NTR1 ag, marked with its call; cell count; measured here: cell count, cytotoxicity flag
Starred values were filed as active, the others as inactive; ? = inconclusive; . = no result given; [ ] = remark or other dose. Rows are unselected; about 1.2% have a hit in one of these screens.

SMILES	GPR55 activation	GPR55 LPI antagonism	HIV peptide binding	Siah-1 displacement	AID2073	Dengue-2 NS5 capping	NTR1 ag	NTR1 ag cell count 20 µM	K1F lysis inhibition	GPR35 antagonists
CNC(=O)NC(=O)C(C)OC(=O)CCCc1nc2ccccc2s1 (stereo unspecified)	-0.2%	-6%	-0.7%	-8%	7%	-4%	-1.0	49	1.6%	-2%
Cc1ccc(C(O)(c2ccccc2)c2ccccc2C(C)N(C)C)c(C)c1 (stereo unspecified)	-0.1%	0.8µM*	-0.9%	0%	5%	0%	12	35	9.1%	-11%
CC(=O)Nc1ccc(S(=O)(=O)NC(C(=O)O)C2=CCC=CC2)cc1 (stereo unspecified)	-0.3%	-12%	-2.4%	-1%	-8%	-1%	-1.7	35	1.2%	0%
CCc1nnc(NC(=O)C2=CCN(S(=O)(=O)c3ccc(F)cc3)CC2)s1	0.7%	-7%	-1.5%	2%	-12%	-5%	17	65	0.3%	13%
CCOC(=O)/C=C1\CC(=O)Nc2cc(C)c(C)cc2N1	0.5%	15%	0.1%	-1%	-4%	-9%	-0.5	66	7.4%	8%
COc1ccc(CCNC(=O)C(=O)NCC2OCCN2S(=O)(=O)c2cccs2)cc1 (stereo unspecified)	0.4%	11%	2.1%	12%	12%	-4%	0.0	51	-0.1%	-3%
CCOC(=O)C1=C(C)NC(=S)NC1c1cccs1 (stereo unspecified)	-0.6%	10%	-1.9%	2%	-16%	-10%	-0.3	50	1.0%	-16%
CCC(C)NC(=O)C1c2cc(OC)c(OC)cc2C(=O)N(C)C1c1ccc(OC)cc1 (stereo unspecified)	-0.1%	8%	0.2%	2%	11%	-11%	-1.1	82	0.1%	-3%
COc1ccc(-c2cc(C(=O)N3CCN(c4ccccc4)CC3)c3ccccc3n2)cc1OC	-0.1%	19%	-1.0%	-4%	2%	-7%	5.1	53	0.4%	-14%
CCOc1ccccc1NC(=O)NCCN1CCCCC1	-0.1%	8%	-0.8%	3%	1%	-12%	-0.3	57	-0.2%	11%
CSc1nnc(C)c(=O)n1COC(=O)COc1ccccc1F	0.4%	-7%	2.3%	10%	-4%	9%	-0.5	70	3.8%	8%
O=C(Nc1nccs1)c1ccc(CSc2nnnn2-c2ccccc2)cc1	-0.1%	-11%	-3.6%	-9%	18%	2%	3.9	62	4.4%	6%
N#CC(C#N)=C1C=CC=CN1/C(=C\c1ccco1)C(=O)c1ccccc1	7.0%	-6%	14%	-6%	-12%	-15%	.	.	-5.8%	14%
CC(=O)c1ccc(N2CCN(C(=O)Cn3c(=S)[nH]c4ncccc4c3=O)CC2)cc1	-0.2%	3%	-1.0%	-9%	-9%	.	-1.2	50	.	-2%
Oc1c(CN2CCCCC2)cc(COCc2ccccc2)c2cccnc12	0.7%	-10%	-1.9%	-10%	5%	-2%	3.1	73	0.6%	21%
Oc1ccc(Cl)cc1Cc1cc(Cl)ccc1O	0.4%	9%	8.4%	-1%	3%	-1%	4.3	59	-20%	10%
COc1ccc(CCNC(=O)CN(c2ccccc2OC)S(C)(=O)=O)cc1	-0.3%	7%	-1.8%	-2%	-6%	-7%	-1.6	72	0.1%	22%
O=C(NCc1ccncc1)c1nnc(Cc2c(F)cccc2Cl)o1	0.4%	11%	-0.6%	-4%	1%	-5%	-2.7	84	-0.5%	9%
CCN(CC)CCN(C(=O)c1ccc(Br)s1)c1nc2cc3c(cc2s1)OCCO3	0.7%	22%	-0.2%	-3%	-15%	-8%	2.0	50	0.7%[50 µM]	6%
CCn1c(SCC(=O)c2ccccc2)nc2sc3c(c2c1=O)CCN(C)C3	-0.2%	5%	-2.2%	-2%	-12%	-24%	3.9	55	-0.4%[50 µM]	1%

Profiles as entered above. Values in the order: GPR55 activation, GPR55 LPI antagonism, HIV peptide binding, Siah-1 displacement, AID2073, Dengue-2 NS5 capping, NTR1 ag, NTR1 ag cell count 20 µM, K1F lysis inhibition, GPR35 antagonists
COc1ccc(CCNC(=O)CN(c2ccccc2OC)S(C)(=O)=O)cc1 is listed as -0.3%, 7%, -1.8%, -2%, -6%, -7%, -1.6, 72, 0.1%, 22%
COc1ccc(-c2cc(C(=O)N3CCN(c4ccccc4)CC3)c3ccccc3n2)cc1OC is listed as -0.1%, 19%, -1.0%, -4%, 2%, -7%, 5.1, 53, 0.4%, -14%
N#CC(C#N)=C1C=CC=CN1/C(=C\c1ccco1)C(=O)c1ccccc1 is listed as 7.0%, -6%, 14%, -6%, -12%, -15%, ., ., -5.8%, 14%
Oc1ccc(Cl)cc1Cc1cc(Cl)ccc1O is listed as 0.4%, 9%, 8.4%, -1%, 3%, -1%, 4.3, 59, -20%, 10%
CCOc1ccccc1NC(=O)NCCN1CCCCC1 is listed as -0.1%, 8%, -0.8%, 3%, 1%, -12%, -0.3, 57, -0.2%, 11%

The list goes on:
SMILES	GPR55 activation	GPR55 LPI antagonism	HIV peptide binding	Siah-1 displacement	AID2073	Dengue-2 NS5 capping	NTR1 ag	NTR1 ag cell count 20 µM	K1F lysis inhibition	GPR35 antagonists
CCn1c(SCC(=O)Nc2nncs2)nnc1-c1ccco1	?	-18%	-0.8%	-4%	11%	18%	0.2	40	-0.2%	-16%
Cc1cc(NC(=O)CN2CCN(c3ncccn3)CC2)no1	-0.2%	9%	1.1%	4%	4%	0%	0.9	52	3.4%	13%
CCCCC(NC(C)=O)c1nc2ccccc2n1CCC (stereo unspecified)	-0.4%	-2%	2.1%	7%	2%	1%	0.2	82	0.0%	-6%
COc1ccc(/C(C)=N/NC(=S)Nc2cc(C)ccc2C)cc1	-0.2%	-6%	-2.1%	-3%	-14%	-6%	3.9	44	-0.1%	-9%
CCCc1nnc(NC(=O)CCC(=O)NCc2ccccc2Cl)s1	-0.2%	-19%	-1.3%	-5%	4%	-12%	0.6	67	-0.2%	14%
COc1ccc(OCCC(=O)OCC(=O)NCc2ccccc2)cc1	0.6%	12%	-0.9%	6%	7%	2%	0.4	76	0.8%[50 µM]	10%
Cn1cc(SCC(=O)Nc2nc3ccccc3s2)c2ccccc21	-0.2%	6%	-1.1%	-1%	-5%	-3%	8.9	31	-0.3%	0%
COC(=O)c1ccc(CSc2nc3ccc(Cl)cc3[nH]2)o1	-0.1%	-10%	-1.5%	2%	1%	.	0.0	43	-0.2%	-13%
COc1cc(C)ccc1OCCOCCOc1cc(C)c(C)cc1Br	0.3%	-4%	-0.7%	-5%	0%	-2%	4.6	46	5.5%	-2%
COc1ccccc1C(C#N)N1N=C(C)CC1c1ccccc1 (stereo unspecified)	-0.1%	6%	1.7%	-6%	0%	-1%	0.7	76	0.3%	-1%
CC(C)N(CCNC(=O)c1nn(Cc2ccccc2)c(=O)c2ccccc12)C(C)C	-0.1%	22%	1.2%	-2%	2%	-8%	-0.6	51	-0.1%	4%
CCOC(=O)CSc1nc2sc(C)c(C)c2c(=O)n1N	-0.2%	6%	-2.1%	10%	2%	-10%	0.5	66	-0.5%[50 µM]	-6%
CCC1CCCCN1S(=O)(=O)c1ccc(NC(=O)c2nc(S(C)(=O)=O)ncc2Cl)cc1 (stereo unspecified)	1.3%	20%	-2.6%	6%	-29%	-71%	-0.5	47	?	3.2µM*
Cc1noc(C)c1S(=O)(=O)Nc1ccc(C(C)C)cc1	-0.2%	3%	2.5%	4%	17%	-7%	-1.4	62	-0.2%	-3%
Cc1c(Cc2ccccc2)sc(NC(=O)/C=C/c2cccc3ccccc23)c1C(N)=O	-0.1%	1%	3.6%	12%	28%	4%	5.0	63	0.0%[50 µM]	4%
Cc1c(NC(=O)c2cc(-n3cnnc3)ccc2Cl)cccc1-c1nc2ccccc2s1	-0.3%	6%	-3.0%	-3%	4%	-3%	8.6	65	5.8%	17%
COc1ccc(CNC(=O)C2CCCN2C)cc1OC (stereo unspecified)	0.0%	7%	-2.2%	2%	9%	1%	1.3	64	1.3%[50 µM]	-8%
CCOc1ccc(/C=C/C(=O)Oc2ccccc2)cc1	0.0%	11%	-0.2%	-1%	10%	-2%	1.5	46	-0.2%	0%
O=C(CSc1ncc(-c2ccccc2)[nH]1)Nc1ccccc1	0.2%	59%	0.7%	-1%	3%	-7%	0.3	46	0.1%	-13%
C=CCNC(=O)CC(=O)N/N=C/c1cccc(C)c1	-0.1%	8%	0.7%	6%	10%	-2%	-0.2	61	2.3%	-3%
Cn1cccc1C(=O)C(=O)Nc1cccc(Cl)c1Cl	0.0%	-9%	-3.2%	8%	22%	-7%	-0.4	72	0.3%	0%
Cc1cc([N+](=O)[O-])cc(/C=N/n2c(C)nc3ccccc3c2=O)c1O	0.5%	3%	9.4%	4%	-5%	8%	-0.4	60	-0.4%	-16%
Nc1ncc(CN2CCCC(C(=O)Nc3ccc(-c4ccco4)cc3)C2)cn1 (stereo unspecified)	-0.1%	9%	3.6%	-4%	-7%	-5%	1.1	70	0.6%	6%
Cc1ccc[n+](CC(=O)Nc2ccc(Cl)c([N+](=O)[O-])c2)c1	-0.2%	-6%	0.3%	-5%	11%	.	0.6	70	2.0%	-12%
COCC(C)n1c(C)cc(C(=O)CSc2nnnn2-c2ccc(O)cc2)c1C (stereo unspecified)	0.2%	-7%	2.2%	3%	3%	2%	5.6	102	-1.3%	13%
C=CCn1c(-c2cccc(OC)c2)n[nH]c1=S	-0.3%	9%	-0.9%	-1%	4%	-13%	3.9	53	3.4%	7%
COC(=O)Cc1c(O)ccn(Cc2ccc(OC)c(OC)c2)c1=O	0.2%	-1%	0.5%	2%	-14%	-16%	0.5	43	0.6%	-14%
COC(=O)c1ccccc1NC(=O)CSc1nnnn1-c1ccc(C)cc1C	-0.1%	3%	-3.3%	-5%	-32%	-2%	0.1	83	1.5%	19%
Nc1ccc2nc(CCCO)[nH]c2c1	-0.1%	18%	-3.0%	0%	22%	-2%	1.3	59	-0.6%	-10%
CC(=O)NS(=O)(=O)c1ccc(NC(=O)C2c3ccccc3Oc3ccccc32)cc1	0.2%	5%	17%	8%	-3%	0%	0.1	46	-0.6%	19%
COc1cc(NC(=S)Nc2cccnc2)cc(OC)c1OC	-0.2%	-9%	-4.6%	-3%	-31%	-1%	-0.6	51	0.3%[50 µM]	10%

Screening results as filed in PubChem BioAssay.
